Assay outcomes: PubChem BioAssay, several laboratories
STAT3 activator = activators of IL-6 induced STAT3 signaling | U3A cells, IL-6 STAT3-luciferase reporter, luminescence; 100% = signal with IL-6 EC80 alone | activation (% of control), % at 5.6 µM | actives 0.91% (n = 190,000) | AID 871;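 active means activation above the screen-wide mean of compound activation plus 3 SD, cut at about 130% in these data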;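 further: 0% = background luminescence of wells with medium and substrate only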
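Material: human STAT1-deficient U3A cells with stable STAT3-luciferase reporter / Probe or stimulus: IL-6 stimulus at 33 ng/mL final / Schedule: 1 h compound pre-exposure, 6 h IL-6 stimulation, 37 °C / Technique: luminescence / Read-out basis: percent of IL-6-only median luminescence / Control set: IL-6-only high control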
NF-kB expr up = compounds increasing NF-kB expression in human neuronal cells. actives 1.6% (n = 190,000). AID 1239. NF-kB reporter expression; hits give high values. fold change at 12.5 µM; in the data active means fold change above about 3.3
FLuc act counter = affects firefly luciferase, flagging false hits in luciferase stimulation screens; activation factor at 10 µM; 200,000 tested, under 10 active; P08659; ATPlite luciferase biochemical, luminescence, 10 min; 0 = ATP-free wells, 1 = DMSO control; AID 1027;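 active means luciferase activation factor, scaled between plate controls, of at least 2 with compound at 10 µM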
Target sequence (P08659 whole entry, looked up): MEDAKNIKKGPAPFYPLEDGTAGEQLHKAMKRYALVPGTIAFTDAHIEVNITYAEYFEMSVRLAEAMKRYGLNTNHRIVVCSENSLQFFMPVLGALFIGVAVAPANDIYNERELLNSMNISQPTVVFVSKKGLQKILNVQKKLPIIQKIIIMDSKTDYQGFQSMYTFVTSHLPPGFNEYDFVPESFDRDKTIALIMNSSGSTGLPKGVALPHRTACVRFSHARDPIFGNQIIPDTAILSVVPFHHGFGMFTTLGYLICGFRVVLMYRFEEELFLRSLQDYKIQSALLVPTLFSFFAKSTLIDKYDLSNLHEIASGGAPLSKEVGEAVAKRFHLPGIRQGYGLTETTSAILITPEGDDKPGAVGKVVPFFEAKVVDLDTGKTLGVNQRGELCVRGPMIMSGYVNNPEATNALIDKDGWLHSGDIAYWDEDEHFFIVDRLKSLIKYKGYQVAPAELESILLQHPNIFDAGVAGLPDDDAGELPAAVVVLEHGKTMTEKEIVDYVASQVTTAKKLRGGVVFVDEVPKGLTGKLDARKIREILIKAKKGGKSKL
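System: luciferase plus luciferin reagent, cell-free; medium: PBS as buffer for the ATP substrate; dosing: test compounds dosed from 2 mM stocks in 100% DMSO; timing: 10 min post-reagent at room temperature; measured by: luminescence measurement of luciferase light output; evaluation: luciferase activation, seen as luminescence increase over controls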
FLuc inh counter = Photinus pyralis luciferase inhibition counter-screen; inhibition, % at 10 µM; actives 1.5% (n = 200,000); ATPLite firefly luciferase biochemical luminescence, 10 min; P08659;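 active means inhibition above about 50% when tested at 10 µM, limit read from the data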
APP 5'UTR act = APP 5'UTR luciferase reporter activation | SH-SY5Y APP 5'UTR luciferase reporter, luminescence; zero percent = DMSO vehicle wells | AID 1276 | activation, % at 2 µM | actives 1% (n = 190,000);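 active means activation above a set limit, based on mean plus 3 SD of controls, cut at about 140% in these data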; further: values of inactives mirror those of a sister screen read the other way
ROMK mod = modulators of human ROMK potassium channel. P48048. Tet-inducible ROMK, thallium flux fluorescence; actives lie on both sides. B-score at 10 µM. actives 2% (n = 130,000). AID 1918;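 active means signal ratio slope over the read window, or its plate-corrected B-score, at least 3 SD from the plate mean, either direction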;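 further: B-score of the F/F0 ratio slope over 7 to 12 s after thallium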
Target sequence (P48048 whole entry, looked up): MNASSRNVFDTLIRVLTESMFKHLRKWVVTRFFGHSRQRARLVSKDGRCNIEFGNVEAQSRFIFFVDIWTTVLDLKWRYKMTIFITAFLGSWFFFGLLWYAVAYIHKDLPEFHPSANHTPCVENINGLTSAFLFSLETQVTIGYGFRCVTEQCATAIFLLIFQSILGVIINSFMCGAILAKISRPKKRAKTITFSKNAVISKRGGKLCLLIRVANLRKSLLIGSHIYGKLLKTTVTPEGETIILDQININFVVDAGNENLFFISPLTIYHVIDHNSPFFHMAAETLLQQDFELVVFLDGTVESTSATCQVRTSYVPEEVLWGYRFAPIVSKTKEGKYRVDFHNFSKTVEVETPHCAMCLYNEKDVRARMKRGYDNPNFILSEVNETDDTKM
STAT1 inh = inhibitors of IFN-gamma induced STAT1 signaling; NIH 3T3 STAT1-luciferase reporter, luminescence; inhibition, % at 5.5 µM; actives 0.35% (n = 200,000); AID 920;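 active means inhibition above a set limit, the mean inhibition across all tested compounds plus 3 SD, cut at about 34% in these data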;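 further: 0% = IFN-gamma with DMSO and 100% = IFN-gamma with 300 µM nifuroxazide; values of inactives mirror those of a sister screen read the other way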
APP transl inh = APP translation inhibition; SH-SY5Y APP 5'UTR-luciferase reporter, luminescence; inhibition, % at 2 µM; actives 0.82% (n = 190,000);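 active means inhibition above a set limit, derived from the sample mean plus 3 SD, cut at about 45% in these data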; further: values of inactives mirror those of a sister screen read the other way
STAT3 blocker = STAT3 signaling inhibition. U3A cells, IL-6 STAT3-luciferase reporter, luminescence; host cell line lacks STAT1. inhibition, % at 5.5 µM. actives 0.89% (n = 190,000);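 active means inhibition above the mean inhibition across all screened compounds plus 3 SD, cut at about 44% in these data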;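 further: 0% = DMSO only wells and 100% = 100 µM nifuroxazide control wells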
STAT1 activator = STAT1 signaling activation; NIH 3T3 STAT1-luciferase reporter, IFN-gamma, luminescence; 100% = IFN-gamma alone, no compound; activation (% of control), % at 5.5 µM; actives 2.6% (n = 200,000); AID 932;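 active means activation above the screen-wide mean activation plus 3 SD, cut at about 130% in these data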;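 further: raw ratio to IFN-gamma control signal so 100% means no change and 0% no light; values of inactives mirror those of a sister screen read the other way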
An asterisk follows results filed as active; x = no result given.

mol	STAT3 activator	NF-kB expr up	FLuc act counter	FLuc inh counter	APP 5'UTR act	ROMK mod	STAT1 inh	APP transl inh	STAT3 blocker	STAT1 activator
Cc1nn2c(nc(N3CCCCC3)c3ccccc32)c1C=O	94	0.96	1	-2	-13	-1.5	0	13	5	100
CC(NC(N)=O)C(=O)Nc1ccc(Cl)c(S(=O)(=O)Nc2ccc(Cl)cc2)c1 (stereo unspecified)	97	1.2	1.1	-7	18	-0.35	6	-18	5	93
Cc1cc(F)ccc1S(=O)(=O)Nc1ccccc1C(=O)NCc1ccccn1	109	1.1	1	-3	7	0.57	-3	-6	-10	100
CCOC(=O)Cn1c(CN2CCc3ccccc3C2)nc2c1c(=O)n(C)c(=O)n2C	97	0.9	1.1	-9	16	x	14	-16	4	88
CCCNC(=O)Cn1cccc1C(=O)c1ccccc1	104	0.91	1	-3	0	1.7	-2	0	0	102
Cc1cccc(N(Cc2nnc3n2CCCCC3)C(=O)Nc2ccccc2)c1	100	1.2	1	-4	-6	x	-1	6	5	101
C/C(=N\NC(=O)c1nn(C)c(C)c1Br)c1cccc(NC(=O)c2ccc(F)cc2)c1	94	1.4	0.3	69*	60	-0.43	-44	-60	7	139*
CN(C)S(=O)(=O)c1cccc(NC(=O)c2cc3c(=O)n4ccccc4nc3s2)c1	90	0.55	1.1	-6	5	x	6	-5	11	95
COc1ccc(/C=N/N2CCN(c3ccccc3OC)CC2)cc1OC	95	1.4	1	2	24	x	-8	-24	15	102
CCOC(=O)Cc1csc(NC(=O)c2cccnc2)n1	98	0.82	1	-2	13	x	6	-13	2	95
CCCCSCc1nc2ccccn2c1Br	103	1.4	1	0	23	-0.45	-15	-23	7	112
CC1CC(c2ccccc2)n2nc(N3C(=O)c4ccccc4C3=O)nc2N1 (stereo unspecified)	98	1	1.1	-11	4	x	-3	-4	9	103
CCCCCN(C(=O)CN(C)Cc1ccc(OC)cc1OC)c1c(N)n(CCCC)c(=O)[nH]c1=O	107	1.1	1.1	-6	12	-1.5	-5	-12	-8	105
Cc1ccc(Cl)cc1Nc1nc(-c2sc(NC(=O)c3ccco3)nc2C)cs1	97	0.78	1.1	-9	-17	-0.16	-9	17	11	108
CC(NC(=O)CCc1nnc(C2CCCCC2)o1)c1ccc(F)cc1 (stereo unspecified)	101	1.2	1	-5	12	1.1	-7	-12	3	105
CCOc1ccccc1NC(=O)C(=O)NCC1CCCN1CC (stereo unspecified)	91	0.93	1.1	-12	-10	-0.55	-5	10	17	105
COc1nc(-c2cccs2)cc(-c2ccc(C)cc2)c1C#N	96	1	1.1	-6	-7	-1.2	4	7	11	96
C=CCOc1ccc(CNn2cn[nH]c2=S)cc1	97	1	1	-1	13	x	1	-13	13	99
CC1CC(C)(C)CC2(C1)NC(=S)N(c1ccccc1)N2 (stereo unspecified)	99	1.1	1.1	-9	-3	0.64	6	3	8	94
Cc1ccccc1N(C)S(=O)(=O)c1ccc2[nH]cc(C(=O)NCC3CCCO3)c(=O)c2c1 (stereo unspecified)	104	0.36	1	-4	27	x	-7	-27	0	108
Cc1ccc(S(=O)(=O)NCc2cn3c(C)csc3n2)cc1	100	0.95	1	-4	-7	x	8	7	5	93
CCOc1ccc(NC(=O)c2ccc(CC)s2)c([N+](=O)[O-])c1	99	1.8	1	2	79	-0.87	-39	-79	6	133*
COC(=O)c1cc(C#N)c(N2CC(C)OC(C)C2)nc1C (stereo unspecified)	92	1	1	-2	-18	-0.0015	-1	18	17	100
O=C(c1cnccn1)N(Cc1ccco1)C1(C(=O)NC2CCCC2)CCCCC1	93	1.2	1.1	-6	-15	0.29	0	15	5	100
O=C(C1CCCCC1)N1CCN(c2ncccn2)CC1	99	1.1	1.1	-8	10	x	2	-10	7	98
CCCc1[nH][nH]c(=O)c1C(c1cccc(Cl)c1)C(C#N)C#N (stereo unspecified)	97	1.1	1.1	-5	0	0.2	5	0	2	95
COc1ccc(C(=O)CCC(=O)Nc2cccc(Cl)c2)cc1	108	1.2	1	0	12	0.26	-6	-12	-8	105
O=C(NCCCCC(NC(=O)C1CCCCC1)C(=O)O)c1ccccc1 (stereo unspecified)	99	1	1.1	-6	-4	-1.1	-1	4	3	101
Cc1cccc(C(=O)NC(=S)NCc2cccnc2)c1	100	1.1	1	2	1	x	-1	-1	0	101
CCOC(=O)c1cccnc1SCC(=O)Nc1ccc(C)cc1	105	1.2	1	-4	26	-1.3	9	-26	0	92

The final two records of the part above come first, to join the parts.
mol	STAT3 activator	NF-kB expr up	FLuc act counter	FLuc inh counter	APP 5'UTR act	ROMK mod	STAT1 inh	APP transl inh	STAT3 blocker	STAT1 activator
Cc1cccc(C(=O)NC(=S)NCc2cccnc2)c1	100	1.1	1	2	1	x	-1	-1	0	101
CCOC(=O)c1cccnc1SCC(=O)Nc1ccc(C)cc1	105	1.2	1	-4	26	-1.3	9	-26	0	92
CCN(CC)C(=O)C(=O)N/N=C/c1ccc(Cl)cc1Cl	98	1.1	0.9	8	-5	x	1	5	4	98
COc1ccccc1NC(=S)NCc1cccs1	105	1.1	1	-3	1	-0.32	1	0	-2	99
COc1ccc(CC(=O)n2nc(-c3ccc(Cl)cc3)nc2NCc2ccco2)cc1	99	1.7	1.1	-6	28	x	-16	-28	5	114
CCOC(=O)c1ccc(NC(=O)Nc2ccc(OC)c(OC)c2)cc1	82	0.75	1	-4	2	-0.31	8	-2	24	91
COc1ccc(C2=NN(S(C)(=O)=O)C(c3ccc4nccnc4c3)C2)cc1 (stereo unspecified)	109	2.2	1	-1	41	0.083	-40	-41	-14	136*
COc1ccc(C(c2c(O)cc(C)oc2=O)c2c(O)cc(C)oc2=O)cc1	93	1.1	1	-5	-13	x	4	13	14	96
Cc1ccc(S(=O)(=O)N2CCOCC2)cc1C(=O)N1c2ccccc2Sc2ccccc21	97	0.85	1	-3	-18	-2.2	-3	18	9	103
Cc1nnc(NC(=O)CSc2ccccn2)s1	100	1.4	1.1	-7	8	x	10	-8	2	91
Cc1ncsc1CCOC(=O)C12CC3CC(CC(C3)C1)C2	97	0.9	1	-5	-3	0.098	1	3	9	99
FC(F)(F)c1ccc(Oc2ccc3c(C(F)(F)F)cc(C(F)(F)F)nc3n2)cc1	96	0.96	1	-5	22	x	-8	-22	10	107
CCS(=O)(=O)N1CCC(C(=O)N2CCN(c3ccccc3)CC2)CC1	103	1.2	1	-2	-1	-0.44	-1	1	1	102
CC1CCc2sc(C(=O)N/N=C/C3CCCCC3)cc2C1 (stereo unspecified)	103	1.3	1.1	-6	6	-0.47	5	-6	-6	95
O=C(O)CCC(=O)Nc1ccc2c(c1)oc1ccccc12	96	1.3	0.8	16	2	0.57	-5	-2	9	104
O=C1COc2ccc(-c3csc(NCC4CCCO4)n3)cc2N1 (stereo unspecified)	100	1.4	1	1	8	x	-10	-8	7	109
CCOC(=O)C(=O)N1CCN(c2ccccc2OC)CC1	88	0.73	1	0	-10	-0.36	4	10	21	96
CCc1ccc(C(=O)Nc2cc(C)ccc2F)s1	106	1.9	0.8	16	40	x	-34	-40	-8	132*
Cc1ccc(S(=O)(=O)c2ccc(Cl)cc2)cc1S(=O)(=O)NC(C(=O)O)C(C)C (stereo unspecified)	102	0.93	1.1	-8	1	0.022	-12	-1	-6	111
COC(=O)c1cc2ccsc2n1Cc1nc(-c2ccc(Cl)cc2)oc1C	104	1.2	1.1	-6	-8	x	-1	8	4	100
COCCN(C(=S)Nc1ccccc1C)C(C)c1cccnc1 (stereo unspecified)	100	1	1	-2	-1	0.57	6	1	0	95
CNc1nnc(CSc2nc(C)cc(C)n2)s1	98	1.1	1	-4	15	x	0	-15	5	100
Cc1ccc(C(=O)COC(=O)CNC(=O)C(c2ccccc2)c2ccccc2)cc1[N+](=O)[O-]	103	1.3	1.1	-6	7	x	3	-7	1	97
FC(F)Sc1nc(-c2ccccc2)c(-c2ccccc2)n1C(F)F	105	1.1	1.1	-6	-2	-0.59	-12	2	-4	111
Nc1c(C(=O)N/N=C/c2cccnc2)cnn1-c1ccccc1	110	1.1	0.6	45	14	-0.16	-29	-14	-10	126
O=c1c2ccccc2nc(SCc2cn3ccsc3n2)n1-c1ccc(F)cc1	96	1.1	1	-3	8	x	8	-8	10	93
Cc1ccccc1Cn1ccc(NC(=O)c2cnn3c2NC(c2ccccc2)CC3C(F)(F)F)n1 (stereo unspecified)	91	0.66	1.1	-7	2	-0.18	7	-2	8	93
CCOc1ccc(C2C(C(=O)Nc3ccccc3)=C(C)N=c3s/c(=C/c4cccc(OCC(=O)O)c4)c(=O)n32)cc1 (stereo unspecified)	103	1.2	1	-4	-3	0.67	-3	3	-2	101
NC(=O)c1c(N)sc2c1CCCCC2	103	1.1	1	-3	-11	x	8	11	0	93
Cc1ccc2ncnc(Nc3cccc(C(=O)O)c3)c2c1	109	0.88	1	4	10	1.3	5	-10	-5	94
COc1ccccc1/C=C(\NC(=O)c1ccc(OC)c(OC)c1)C(=O)Nc1cccc([N+](=O)[O-])c1	101	1.1	1.1	-7	5	-0.85	4	-5	-1	97
CCCCOc1ccccc1Cn1c(=O)oc2ccccc21	108	1	1.1	-5	22	0.59	0	-22	-8	100

Grouped by structure: the compounds so far with a CF3 group
mol	STAT3 activator	NF-kB expr up	FLuc act counter	FLuc inh counter	APP 5'UTR act	ROMK mod	STAT1 inh	APP transl inh	STAT3 blocker	STAT1 activator
FC(F)(F)c1ccc(Oc2ccc3c(C(F)(F)F)cc(C(F)(F)F)nc3n2)cc1	96	0.96	1	-5	22	x	-8	-22	10	107
Cc1ccccc1Cn1ccc(NC(=O)c2cnn3c2NC(c2ccccc2)CC3C(F)(F)F)n1 (stereo unspecified)	91	0.66	1.1	-7	2	-0.18	7	-2	8	93

Later entries:
mol	STAT3 activator	NF-kB expr up	FLuc act counter	FLuc inh counter	APP 5'UTR act	ROMK mod	STAT1 inh	APP transl inh	STAT3 blocker	STAT1 activator
Cc1nnsc1NC(=O)OCc1ccc(C(C)(C)C)cc1	49	1.1	1	-5	16	x	2	-16	65*	98
CC(C)(C)NCC(O)(c1ccc(Cl)cc1)c1ccc(Cl)cc1	108	1.5	1.1	-8	-17	-0.26	1	17	-7	100
COCCNC(=O)CSc1cc(=O)n(C)c2cc(Cl)ccc12	103	1.4	1	-2	29	-9.8*	3	-29	-2	96
N#C/C(=C/c1ccccc1[N+](=O)[O-])c1nc(C2CC2)cs1	147*	1.1	1	-1	12	-0.73	3	-12	-57	98
COCCCN1CN(S(=O)(=O)c2ccc(Cl)cc2)c2nc3ccccc3nc21	101	1.2	1.1	-5	-2	x	-2	2	3	102
CCN1CCCC1CNC(=O)C(=O)Nc1cccc(OC)c1 (stereo unspecified)	94	1.2	1	-1	-1	-0.28	9	1	5	92
O=C(NCc1ccc2c(c1)OCO2)C1CCCN1C(=O)Nc1cccc(F)c1 (stereo unspecified)	100	1	1.1	-7	-3	x	6	3	3	94
O=C(NCCCN1CCOCC1)c1cc(-c2ccccc2)on1	117	5.5*	1	-3	19	0.35	-20	-19	-17	118
CCN1CCCC(OC(=O)Nc2ccccc2)C1 (stereo unspecified)	101	0.91	1	3	2	x	0	-2	9	100
